Compound activity as filed in PubChem.
FBW7 activator: human FBW7 E3 ligase activation, primary screen; Q969H0; AlphaScreen FBW7–phospho-cyclin E peptide binding, activator screen; normalized activity (activation), % at 26.1 µM; 650,000 tested, 0.13% active; AID 1259310; in the data active = normalized activity above about 1.9%;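 note: purified mutant Fbw7 with reduced substrate affinity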
GPR151 activ: activators of human GPR151; Q8TDV0; PathHunter beta-arrestin GPR151 cells, luminescence; activation, % at 11.2 µM; 650,000 tested, 1% active; AID 1508602; in the data active = activation above about 4.9%;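 note: 0% = median of compound wells and 100% = cells with positive control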
Target sequence (Q8TDV0 whole entry, looked up): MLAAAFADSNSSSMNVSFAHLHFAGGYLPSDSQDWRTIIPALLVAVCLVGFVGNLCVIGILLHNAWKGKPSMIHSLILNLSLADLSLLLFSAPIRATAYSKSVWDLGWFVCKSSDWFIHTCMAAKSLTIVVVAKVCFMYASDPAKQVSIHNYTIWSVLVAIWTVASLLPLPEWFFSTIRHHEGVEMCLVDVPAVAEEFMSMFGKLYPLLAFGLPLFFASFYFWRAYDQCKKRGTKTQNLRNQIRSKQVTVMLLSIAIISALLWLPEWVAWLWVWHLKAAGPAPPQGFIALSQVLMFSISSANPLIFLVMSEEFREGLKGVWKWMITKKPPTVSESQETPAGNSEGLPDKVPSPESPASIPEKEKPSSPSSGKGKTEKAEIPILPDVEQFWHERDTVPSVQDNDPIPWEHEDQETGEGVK
TEAD-YAP inh: TEAD-YAP interaction inhibition | HEK-TIYL cells, TEAD-Gal4/YAP UAS-luciferase luminescence | inhibition, % at 9.12 µM | 640,000 tested, 1.4% active | AID 1259422; in the data active = inhibition above about 32%;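 note: 0% = median of test compound wells and 100% = reference inhibitor wells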
MITF primary: blocks human microphthalmia-associated transcription factor. O75030. AlphaScreen MITF homodimerization, bead proximity signal. 650,000 tested, 0.91% active. inhibition, % at 2.6 µM. AID 1259374; in the data active = inhibition above about 50%;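 note: 0% = vehicle wells with protein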
Target sequence (O75030 whole entry, looked up): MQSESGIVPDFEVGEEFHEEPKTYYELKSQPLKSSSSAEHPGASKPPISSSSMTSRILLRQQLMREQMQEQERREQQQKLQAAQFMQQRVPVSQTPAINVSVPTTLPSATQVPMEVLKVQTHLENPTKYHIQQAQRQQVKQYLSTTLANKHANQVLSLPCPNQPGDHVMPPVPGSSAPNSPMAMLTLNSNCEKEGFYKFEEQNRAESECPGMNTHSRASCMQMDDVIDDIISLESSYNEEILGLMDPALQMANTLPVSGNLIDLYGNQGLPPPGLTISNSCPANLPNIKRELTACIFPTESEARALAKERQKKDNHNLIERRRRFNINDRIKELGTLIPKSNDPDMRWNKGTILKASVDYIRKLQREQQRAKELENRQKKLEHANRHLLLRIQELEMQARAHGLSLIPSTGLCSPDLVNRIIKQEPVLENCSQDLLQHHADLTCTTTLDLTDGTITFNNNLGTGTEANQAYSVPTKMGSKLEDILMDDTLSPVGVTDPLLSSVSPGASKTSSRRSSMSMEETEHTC
An asterisk follows results filed as active; . = not tested or not shown.

SMILES | FBW7 activator | GPR151 activ | TEAD-YAP inh | MITF primary
O=S1(=O)N=C(N(Cc2ccccc2O)c2ccc(Cl)cc2)c2ccccc21 | -0.1 | -0.6 | -5 | 14
COc1ccccc1N(C(C)=O)C1C=CS(=O)(=O)C1 (stereo unspecified) | 0.1 | 0.8 | -8 | 2
Cc1cccc(C)c1OCCOc1ccc(/C=C2/C(=N)N3N=C(c4ccccc4)SC3=NC2=O)cc1 | 0.1 | -0.5 | 11 | 11
CCn1c(=NC(=O)c2ccn(C)n2)sc2cc(OC)c(OC)cc21 | -0.3 | 0.2 | -7 | 1
O=C(Nc1ccc(S(=O)(=O)Nc2nccs2)cc1)c1csc2c1CCCC2 | 0.1 | 1.3 | -8 | -3
CCCNC(=O)C(=O)NCC1CCCN1CC (stereo unspecified) | 0.8 | -0.2 | 0 | 13
Cc1ccc(-c2nc(CCNC(=O)c3ccco3)cs2)cc1 | 0.1 | 0.1 | 6 | -2
O=C(Cn1c(-c2ccccc2)noc1=O)Nc1ccc(S(=O)(=O)N2CCOCC2)cc1 | 0.1 | -0.4 | 18 | -1
CCC(C)NC(=O)c1cn2cc(C)sc2n1 (stereo unspecified) | 0.1 | -0.1 | -4 | 9
O=C(O)/C(=C\c1ccco1)NC(=O)c1ccccc1I | 0.1 | -1.2 | 11 | 30
COC(=O)CCCC(=O)Nc1ccccc1 | 0.2 | 1.8 | 8 | 8
O=C(CN1CCOCC1)N1CCN(c2ccc([N+](=O)[O-])cc2)CC1 | 0.0 | -1.1 | 0 | 1
N#Cc1c(C#N)c(N)n(N)c1N | -0.8 | 0.9 | -2 | 94*
CCOC(=O)c1c(CN(C)C)n(C)c2cc(Br)c(OC)cc12 | 0.3 | -1.5 | -4 | 12
NC(=O)c1ccc(NC(=O)C2CC2(c2ccccc2)c2ccccc2)cc1 (stereo unspecified) | 0.0 | 0.0 | -7 | -19
CC1(C)CCc2cc(S(=O)(=O)NCc3csc(-c4cccs4)n3)ccc2O1 | 1.4 | -1.4 | 3 | 5
COc1cc([N+](=O)[O-])cc(/C=N/NC(=O)CNc2cccc(Cl)c2)c1O | -0.2 | 1.0 | -2 | 2
NC(=O)CN1CCC2(CC1)CC(=O)c1cc(F)ccc1O2 | 0.1 | 0.4 | -3 | 8
Cc1cc(S(=O)(=O)N2CCN(c3ccccc3F)CC2)ccc1F | 0.0 | -0.9 | -2 | 2
CNc1ccccc1C(=O)OCc1c(F)cccc1Cl | 0.2 | -1.3 | 7 | -28
CCSc1nc2c(c(=O)n1Cc1ccccc1)C(CC)(CC)Cc1ccccc1-2 | 0.0 | -0.4 | -2 | -10
CCOC(=O)c1ccc2c(c1)N(CC(=O)N1CCCC1)C(=O)C(C)(C)O2 | 0.0 | 0.1 | 5 | 1
COCCNS(=O)(=O)c1ccc(-c2ccc(S(=O)(=O)NCCOC)cc2)cc1 | 0.0 | 1.0 | 1 | 13
Cc1[nH]nc2c1C(c1ccc(Cl)cc1)C(C#N)=C(N)O2 (stereo unspecified) | 0.0 | 0.2 | 5 | 11
CN(C)c1ccc(-c2nc3cc(NC(=O)c4ccccc4)ccc3o2)cc1 | 0.0 | 0.3 | -7 | 3
O=S1(=O)CCN2C(c3ccc4c(c3)CCCC4)=CSC2=N1 | 0.5 | 1.4 | 6 | 2
O=C(Nc1ccccc1Cl)c1ccccc1Cl | 0.3 | -1.2 | -8 | -3
Cc1no[n+]([O-])c1COc1ccccc1/C=C1\N=C(c2ccccc2)OC1=O | 0.1 | 1.2 | 0 | 13
Cc1cccc(NC(=O)CNS(=O)(=O)c2ccc(Br)cc2)c1 | 0.0 | 2.1 | -3 | 15
CCCCCc1ccc(-c2ccc(C(=O)Nc3nnc(-c4ccccc4C)s3)cc2)cc1 | 0.3 | -0.8 | -2 | 16
COc1ccc(C(=O)Nc2ccccc2-c2nc3ccccc3[nH]c2=O)cc1 | 0.0 | 0.3 | -5 | 11
CN1CCN(C(c2ccc(N(C)C)cc2)c2nnnn2Cc2ccc3c(c2)OCO3)CC1 (stereo unspecified) | 0.2 | -0.6 | 0 | 9
COc1cc(C=O)cc(I)c1OCC(=O)Nc1cccc(C)c1 | 0.1 | -1.0 | -3 | 9
COc1ccc2[nH]c(=O)c(CN(CCO)S(=O)(=O)c3ccc(C)cc3)cc2c1 | -0.1 | 0.8 | -2 | -1
Cc1oc2c(cc(NS(=O)(=O)c3ccc(F)cc3)c3ccccc32)c1C(=O)O | 0.1 | -0.9 | 2 | 1
COC(=O)c1cc(Cl)c(N)cc1OC | 0.2 | 0.4 | -3 | 6
COCCN1C(=O)/C(=C\c2ccccc2F)C(C(=O)OC)=C1C | -0.1 | 1.0 | 1 | 8
CCOCCOC(=O)C1=C(C)NC2=C(C(=O)CC(C)(C)C2)C1c1cccc(O)c1 (stereo unspecified) | 0.0 | -0.4 | -2 | 9
CCOc1ccc(NS(=O)(=O)c2ccc(OC)c(I)c2)cc1 | 0.0 | 0.1 | 12 | -6
CC1Cc2ccccc2N1S(=O)(=O)c1cc2c3c(c1)CCC(=O)N3CCC2 (stereo unspecified) | -0.2 | 0.4 | -10 | -1
O=C1OC/C(=C(/O)c2ccccc2)C1=O | -0.1 | 0.0 | 14 | 32
COc1cc(Nc2cccc(C(=O)NC3CCN(Cc4ccccc4)CC3)c2)cc(OC)c1OC | 0.9 | -1.8 | 2 | 5
COC(=O)c1ccc(-c2ccc(CO)o2)cc1 | -0.2 | -1.4 | -20 | -2
S=C(Nc1ccc(Cl)cc1)N(CCCN1CCOCC1)Cc1cccs1 | 0.0 | 2.4 | -3 | 16
N#CCC(=O)Nc1cccnc1 | -0.1 | -1.0 | -33 | -7
O=C1NC(=Nc2cccnc2)S/C1=C\c1ccc(O)cc1 | 0.1 | 0.6 | -5 | -4
COc1ccc(CCNC(=O)COc2ccc(NC(C)=O)cc2)cc1 | 0.8 | -0.5 | 5 | 12
CCC(C(=O)NC(C)(C)C)N(Cc1ccco1)C(=O)CNS(=O)(=O)c1ccccc1 (stereo unspecified) | -0.2 | 1.0 | -4 | 3
O=C(NC1CCCCC1)c1ccc(CN2CCOCC2)cc1 | 0.0 | -0.1 | -25 | -1
CCOC(=O)c1cnc2c(OC)cccc2c1Nc1ccc(OCC)cc1 | -0.1 | -0.8 | -7 | 7

More structures follow.
SMILES | FBW7 activator | GPR151 activ | TEAD-YAP inh | MITF primary
COC(=O)c1cc(Br)ccc1NC(=O)c1cccc(C)c1 | -0.1 | -0.4 | -2 | -6
CCSc1ccccc1C(=O)Nc1ccc(S(N)(=O)=O)cc1 | -0.3 | -1.8 | -3 | 6
CC1=C(C(=O)Nc2ccc(CC(=O)N3CCC(C(N)=O)CC3)cc2)SCCO1 | -0.2 | 0.6 | 2 | 13
C/C(=N\NC(=O)CCC(=O)Nc1ccc(Br)cc1)c1ccc2ccccc2c1 | 0.0 | -0.3 | -1 | -11
O=C(Cn1nnc2c(cnn2-c2ccc(F)cc2)c1=O)Nc1ccc(F)c(Cl)c1 | 0.0 | 0.7 | 14 | 11
CC(Oc1ccccc1)C(=O)Nc1ccc(NC(=O)c2ccccc2)cc1 (stereo unspecified) | -0.3 | 0.2 | 0 | 0
O=C(Cc1ccc(N2CCC(NCCc3cccs3)CC2)cc1)NCc1ccccc1 | 0.3 | 0.4 | 10 | 3
COc1ccccc1C/C(N)=N/OC(=O)c1ccccc1I | 0.0 | 0.4 | -32 | -18
Cc1cccc(NC(=O)c2ccc(Cl)cc2[N+](=O)[O-])n1 | -0.3 | 1.7 | -13 | -3
CC(=O)c1cccc(-c2cnn3c(NCc4cccc(Cl)c4)ccnc23)c1 | -0.4 | 1.1 | 0 | 8
CC1Nc2ncnn2C(c2ccc(F)cc2)C1C(=O)Nc1ccccc1 (stereo unspecified) | 0.4 | -0.9 | 23 | 6
CCc1ccc(CN2CCc3nnc(CNC(=O)Cc4ccccc4)n3CC2)o1 | 0.9 | 1.1 | 4 | 22
Cc1ccccc1OCC(=O)Nc1c[nH]c(=O)[nH]c1=O | 0.0 | 1.3 | 2 | 8
CC(C)n1cnc2c(NCc3cccnc3)nc(-c3ccc(C(=O)N4CCN(C)CC4)cc3)nc21 | 0.0 | -0.3 | -6 | 2
CCCc1ccc(OCC(=O)NNC(=O)COc2cc(C)cc(C)c2)cc1 | 0.0 | 1.6 | 4 | -2
COc1ccc(C2Nc3ccccc3S(=O)(=O)N2Cc2ccccc2)c(OC)c1 (stereo unspecified) | 0.2 | 0.9 | -1 | 20
Cc1ccc(-c2n[nH]c(C3CCN(CC(=O)NCc4ccccc4)CC3)n2)cc1 | 0.0 | -0.7 | -40 | -4
O=C(COc1cc(F)ccc1[N+](=O)[O-])Nc1ccccc1Br | -0.1 | -1.0 | -5 | -8
COCCNC(=O)CN(c1cc(Cl)cc(Cl)c1)S(C)(=O)=O | 0.2 | -1.5 | -6 | -2
Cc1cc(S(=O)(=O)NC2CCCCC2)ccc1OCC(=O)Nc1cccc(F)c1 | -0.2 | -0.3 | 3 | -6
O=C1NC(=O)C2C1C(c1ccc(Cl)cc1)NN2Cc1ccccc1 (stereo unspecified) | 0.4 | 1.7 | 5 | 24
O=C(NCCc1ccccc1)c1ccc(Sc2ccccc2Cl)c([N+](=O)[O-])c1 | -0.1 | 0.4 | 7 | 6
CCn1c2ccccc2n2c(=O)c3cc([N+](=O)[O-])ccc3c(C#N)c12 | -0.2 | -0.9 | 2 | -6
COc1ccc(S(=O)(=O)c2ccc(C(=O)Nc3ccc(C)c(Cl)c3)cc2[N+](=O)[O-])cc1 | 0.1 | 0.1 | 0 | 2
COc1ccc(CCc2nnc(CCC(=O)NCc3cnn(-c4ccccc4C)c3)o2)cc1 | 0.8 | -0.9 | -7 | 8
COc1cccc(NC(=O)CSc2nc3ccccc3c(=O)n2CC2CCC(C(=O)NCCc3ccccc3)CC2)c1 (stereo unspecified) | 0.2 | 0.7 | 1 | 12
CC(C)CNC(=O)c1ccc2c(c1)C(=O)N(CC(C)C)C2=O | 0.0 | -1.4 | 1 | 13
COCCN1C(=O)/C(=C\c2cccc(OC)c2OC)C(C(=O)OC)=C1C | 0.1 | 1.4 | 4 | 11
N#Cc1c(-c2ccc(Br)cc2)c(C#N)c(=O)n(N)c1N | 0.7 | -0.1 | 14 | 7
CCSc1nnc(NC(=O)c2cccc(Br)c2)s1 | 0.1 | 2.8 | -5 | -3
CC(C)N(CCNc1ncnc2c1nc(-c1cccc(N)c1)n2C(C)C)C(C)C | 0.3 | -1.5 | 0 | 15
O=C(/C=C\c1ccc2c(c1)OCO2)NC(C(=O)Nc1ccc2c(c1)OCCO2)c1ccccc1 (stereo unspecified) | 0.5 | 0.9 | -12 | -3
CC1(C)CC(Nc2noc(-c3ccccc3)n2)CC(C)(C)N1 | 0.1 | 0.1 | -1 | -6
O=C(NC1CCCC1)C1CCN(C(=O)c2ccc(F)cc2)CC1 | 0.2 | -0.8 | 4 | 23
S=C1NC2=C(C(c3cccs3)N1)N1CCC2CC1 (stereo unspecified) | 0.0 | 0.5 | 6 | 10
CCCc1nnc(SCC(=O)N2CCOCC2)n1Cc1ccco1 | 0.0 | 0.9 | -4 | 15
CCC(=O)N1c2ccc(S(C)(=O)=O)cc2NC(=O)C1C (stereo unspecified) | 0.1 | 0.3 | 12 | -2
COc1cccc(C=NC=Nc2cccc(OC)c2)c1 | 0.0 | -1.1 | . | -1
CN(C)c1cc(C(=O)N2CCN(C(=O)C(C)(C)C)CC2)nc(N(C)C)n1 | -0.2 | 0.6 | 0 | 5
CN(Cn1nnc2ccccc21)Cn1nnc2ccccc21 | -0.1 | -1.6 | -13 | 1
Cc1ccc2c(CC(=O)Nc3cccc([N+](=O)[O-])c3)coc2c1C | -0.3 | 1.1 | -2 | 2

By substructure, the entries above with fluorine.
SMILES | FBW7 activator | GPR151 activ | TEAD-YAP inh | MITF primary
NC(=O)CN1CCC2(CC1)CC(=O)c1cc(F)ccc1O2 | 0.1 | 0.4 | -3 | 8
Cc1cc(S(=O)(=O)N2CCN(c3ccccc3F)CC2)ccc1F | 0.0 | -0.9 | -2 | 2
CNc1ccccc1C(=O)OCc1c(F)cccc1Cl | 0.2 | -1.3 | 7 | -28
Cc1oc2c(cc(NS(=O)(=O)c3ccc(F)cc3)c3ccccc32)c1C(=O)O | 0.1 | -0.9 | 2 | 1
COCCN1C(=O)/C(=C\c2ccccc2F)C(C(=O)OC)=C1C | -0.1 | 1.0 | 1 | 8
O=C(Cn1nnc2c(cnn2-c2ccc(F)cc2)c1=O)Nc1ccc(F)c(Cl)c1 | 0.0 | 0.7 | 14 | 11
CC1Nc2ncnn2C(c2ccc(F)cc2)C1C(=O)Nc1ccccc1 (stereo unspecified) | 0.4 | -0.9 | 23 | 6
O=C(COc1cc(F)ccc1[N+](=O)[O-])Nc1ccccc1Br | -0.1 | -1.0 | -5 | -8
Cc1cc(S(=O)(=O)NC2CCCCC2)ccc1OCC(=O)Nc1cccc(F)c1 | -0.2 | -0.3 | 3 | -6
O=C(NC1CCCC1)C1CCN(C(=O)c2ccc(F)cc2)CC1 | 0.2 | -0.8 | 4 | 23
